TDP1 cell noCPT = qHTS for Inhibitors of human tyrosyl-DNA phosphodiesterase 1 (TDP1): qHTS in cells in absence of CPT | AID 686978, 2013 | Potency, µM (titrated, usually from 46.2 µM), without a hit: at the top dose activity change, negative = growth inhibition, usual class: inhibitors | hit rate 15% among 420,000 | DT40 Tdp1-/- hTDP1 cells, no CPT, ATP luminescence, 48 h; further: nearly all actives have a fitted effect of over 55% in size
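No-CPT arm: Tdp1-/-;hTDP1 DT40 cells (400/well) plus compounds, incubated ≥48 hr at 37 °C. Readout CellTiter-Glo luminescence.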
GCN5L2 inh = qHTS Assay for Inhibitors of GCN5L2. GCN5L2 HAT assay, ThioGlo1 CoA-SH fluorescence. Histone acetyltransferase KAT2A (Homo sapiens), Q92830. hit rate 0.21% among 390,000. Potency, µM (top dose mostly 58.9 µM), for the others: at the highest dose activity change, negative = inhibition, usual class: inhibitors
Target sequence (Q92830 whole entry, looked up): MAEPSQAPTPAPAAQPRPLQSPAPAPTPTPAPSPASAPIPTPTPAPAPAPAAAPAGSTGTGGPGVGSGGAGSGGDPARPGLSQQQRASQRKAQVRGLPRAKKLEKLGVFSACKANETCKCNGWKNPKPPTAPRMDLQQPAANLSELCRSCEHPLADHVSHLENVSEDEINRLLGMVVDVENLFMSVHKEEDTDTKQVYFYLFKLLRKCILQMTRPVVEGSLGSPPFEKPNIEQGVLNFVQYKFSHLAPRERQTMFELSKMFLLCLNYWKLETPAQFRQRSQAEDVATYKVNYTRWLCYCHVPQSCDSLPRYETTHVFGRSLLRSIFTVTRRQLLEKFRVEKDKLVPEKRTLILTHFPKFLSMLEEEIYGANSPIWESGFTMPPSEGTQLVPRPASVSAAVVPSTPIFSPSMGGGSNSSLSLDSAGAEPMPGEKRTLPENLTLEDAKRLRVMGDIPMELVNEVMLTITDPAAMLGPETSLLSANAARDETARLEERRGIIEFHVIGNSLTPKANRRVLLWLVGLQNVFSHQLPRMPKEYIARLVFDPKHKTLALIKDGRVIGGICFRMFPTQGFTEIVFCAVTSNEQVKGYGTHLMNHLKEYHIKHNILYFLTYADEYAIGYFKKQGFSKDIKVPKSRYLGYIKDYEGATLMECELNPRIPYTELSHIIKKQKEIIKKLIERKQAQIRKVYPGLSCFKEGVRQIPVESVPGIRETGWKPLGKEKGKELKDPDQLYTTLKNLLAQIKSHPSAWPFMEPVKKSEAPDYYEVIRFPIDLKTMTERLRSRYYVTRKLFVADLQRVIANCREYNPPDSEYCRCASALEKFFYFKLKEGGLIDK
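Compounds, pin-transferred from DMSO stocks, meet 20nM GCN5L2 for 15 min before the reaction begins with H3(1-25) peptide (75uM) and acetyl-CoA (70uM). Thiol-reactive ThioGlo1 reports CoA release over 20 min at room temperature.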
TDP1 cell CPT = qHTS for Inhibitors of human tyrosyl-DNA phosphodiesterase 1 (TDP1): qHTS in cells in presence of CPT; chicken DT40 Tdp1-/-;hTDP1 cells + 20 nM CPT, ATP luminescence, 48 h; Potency, µM (doses to about 46.2 µM), for inactives: top-dose activity change, negative = growth inhibition, usual class: inhibitors; hit rate 12% among 420,000; AID 686979, 2013; further: nearly all actives have a fitted effect of over 55% in size
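Cell growth measured by CellTiter-Glo luminescence after a minimum 48 h, 37 C compound exposure with 20 nM CPT in Tdp1-knockout DT40 cells stably expressing hTDP1, seeded 400/well; qHTS titration format.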
Starred values were filed as active, the others as inactive; ? = inconclusive; nt = not tested or not shown; & = joins results of further samples; [ ] = remark or other dose. The call rests on the fitted dose curve; in most records, active means well fitted curve in the direction sought with a large enough effect; inconclusive means small, poorly fitted or top-dose-only effect, or another doubt; inactive means no such curve, though single readings can be large; an effect the other way counts as inactive or inconclusive. On the % scale 0 is the no-effect control and ±100 the full control effect; potency means the concentration at half of the fitted maximal effect.

SMILES	TDP1 cell noCPT	GCN5L2 inh	TDP1 cell CPT
CCOc1ccccc1N1CC(c2nc3ccccc3n2Cc2c(C)cc(C)cc2C)CC1=O (centres undefined)	-8%	-13%	-6%
O=C(/C=C/c1ccc(S(=O)(=O)N2CCOCC2)cc1)Nc1ccc(F)c(F)c1F	?	-4%	?
CCCCCC(C)NC(=S)NC(=O)c1cc(S(=O)(=O)N2CCOCC2)ccc1C (centres undefined)	?	-14%	?
CCc1ccc(S(=O)(=O)Nc2ccc(Cl)cn2)cc1	-22%	-2%	-23%
CCOC(=O)C1CCCN(C(=O)c2cc3nc(-c4cccc(OC)c4)cc(C(F)(F)F)n3n2)C1 (centres undefined)	?	-13%	?
Cc1ncc(CO)c(/C=N/NC(=O)c2cccc(S(=O)(=O)N3CCCC3)c2)c1O	?	-6%	?
COc1ccc(S(=O)(=O)N2C[C@H]3CON(C)[C@H]3C[C@H]2c2ccc(-c3cccc(F)c3)cc2)cc1	?	nt	-14%
CC1CCN(C2=C(NS(=O)(=O)c3ccc(Br)cc3)C(=O)c3ccccc3C2=O)CC1	18µM*	-11%	?
CCC(=O)NNc1nc2c(C)cc(C)cc2s1	0%	-3%	?
CCN(CC(=O)Nc1ccc(NC(C)=O)cc1)C(=O)CCN1C(=O)C2CC=CCC2C1=O (centres undefined)	6%	-25%	-1%
COc1cccc(C(=O)Nc2ccccc2C(=O)NC2CC2)c1	0%	-2%	?
Cc1ccc(C(C#N)N2CCOCC2)cc1 (centres undefined)	-1%	2%	8%
COc1ccc(CN2CC(C(=O)N3CC(C)CC(C)C3)CC2=O)cc1 (centres undefined)	17%	-1%	-2%
COc1ccc(C(=O)N2CCCC(c3nc(-c4cc(OC)c(OC)c(OC)c4)no3)C2)cc1 (centres undefined)	?	-6%	21µM*
CCOC(=O)c1ccc(NC(=O)NC2CC3CCC(C2)N3C(=S)NC)cc1 (centres undefined)	-3%	-4%	3%
O=C(COc1ccc(F)cc1)N1c2ccccc2CCc2ccccc21	18µM*	-9%	?
C#Cc1cccc(NC(=O)Cc2cccs2)c1	0%	-9%	-1%
COC(=O)[C@@]1(Cc2ccc(F)cc2)[C@H]2c3cc(C(=O)N4CCCC4)n(Cc4ccc(C)c(F)c4F)c3C[C@H]2CN1C(=O)c1ccccc1	23µM*	nt	?
O=C(O)CCSc1ccc2ccccc2n1	-12%&1%	-6%&-3%	5%&5%
COc1cc(C(F)(F)F)nc2ccc(C#CCOC(=O)Nc3ccccc3)cc12	-29%	-7%	-9%
COc1cc(OC)c(C(=O)NCc2ccc3c(c2)OCO3)cc1OC	?	6%	25%
O=C(C[C@H]1CC[C@@H]2[C@H](COC[C@H](O)CN2C(=O)c2cnccn2)O1)NCc1ccc(Cl)cc1	5%	nt	4%
CCN(C/C=C/c1ccccc1OC)Cc1ccccc1	-15%	-13%	9%
Cc1cc(=O)[nH]c(SCC(=O)Nc2nnc(CC(C)C)s2)n1	?	-2%	?
COc1ccc(C)cc1NC(=O)CCCN1C(=O)CN(C)C1=O	-7%	-7%	1%
CCC(C)NC(=O)COC(=O)c1ccc(Cl)cc1O (centres undefined)	-1%	1%	0%
OC(COc1ccccc1)CN1CCOCC1 (centres undefined)	-3%	0%	0%
CCOC(=O)c1cc(-c2ccccc2)n(CCCC(=O)Nc2ccccc2C)c1C	23µM*	3%	?
OB(O)c1ccc(Cl)s1	-12%	nt	0%
CN=C(Nc1ccc(C(=O)OC)cc1)SC1CC(=O)N(c2ccccc2F)C1=O (centres undefined)	-10%	1%	7%
CC(=O)N(Cc1cc2cc(C)ccc2[nH]c1=O)c1cccc(C)c1C	-16%	-4%	-28%
COC(=O)C[C@@H]1CC[C@H](NC(=O)Nc2ccc(OC)cc2)[C@@H](CO)O1	8%	nt	2%
O=C(COC(=O)c1ccccc1Nc1ccccc1)Nc1ccccc1	2%	0%	-1%
Cc1ccc(C)c(NC(=O)CCN2C(=O)C3CC=CCC3C2=O)c1 (centres undefined)	-2%	3%	4%
Cc1nn(CC(=O)N2CCN(c3cccc(C(F)(F)F)c3)CC2)c(=O)c2cc3sccc3n12	-19%	-4%	-3%
Cc1csc(NC(=O)CSc2ccc3nnc(CCNS(=O)(=O)c4ccccc4)n3n2)n1	?	-3%	0%
CN(CC(=O)Nc1ccc(Cl)c(C(F)(F)F)c1)C(=O)CCCc1nc2ccccc2c(=O)[nH]1	12µM*	0%	12µM*
CCc1cc2c(cc3c(=O)n(CCCC(=O)NCc4ccccc4Cl)nc(CC)n32)s1	23µM*	-6%	?
Cc1cccc(-n2c(Cc3ccccc3)n[nH]c2=S)c1	0%	-12%	6%
Cc1[nH]c(=O)c(C(=O)c2ccccc2O)cc1C(=O)O	-15%	2%	3%
CC1(C(=O)NS(=O)(=O)c2ccc(Cl)s2)CCN1C(=O)Cc1cc(F)ccc1F (centres undefined)	-7%	nt	-39%
O=C(NCc1cccnc1)Nc1ccc(F)cc1F	0%	nt	8%
O=C(N/N=C/c1ccccc1F)c1cccc(NC(=O)c2ccccc2Cl)c1	-21%	-9%	6%
COc1ccc(S(=O)(=O)N2CCC(C(=O)c3ccc4c(c3)OCCO4)CC2)cc1	-18%	-4%	-21%
O=C(Nc1ccc(N2CCOCC2)cc1)c1cccnc1	0%	1%	-16%
COc1ccc(CNC(=O)COC(=O)c2cnccn2)cc1	20%	-7%	-12%
CN(C)C(=O)CSc1nc(-c2ccccc2)nc2c1CCCC2	?	1%	?
COc1ccccc1C(CNC(=O)CCNS(=O)(=O)c1ccc(Br)cc1)N1CCCC1 (centres undefined)	?	nt	?
Cc1cc(C(=O)NNC(=O)NC(C)C)no1	-6%	-25%	6%
Cc1c(Cl)cccc1NC(=O)c1cc2sccc2n1Cc1ccc(F)cc1	?	0%	?
Cc1ccc(Cn2c(C3CCCN3c3nc(-c4ccc(F)cc4)cs3)nc3cc(C(F)(F)F)ccc32)cc1 (centres undefined)	21µM*	nt	18µM*
Cc1ccc(CN2CCN(CC(=O)N/N=C/c3ccc(C)o3)CC2)cc1	?	-6%	-15%
O=C(OC(C(=O)NCC1CCCO1)c1ccc(F)cc1)c1cccs1 (centres undefined)	1%	0%	-1%
O=C(/C=C/c1ccccc1)NC(=S)NNC(=O)c1ccco1	21µM*	-3%	?
COc1ccc(C(=O)Nc2cc(C(C)C)c(O)c(S(=O)(=O)c3ccc(OC)cc3)c2C)cc1	-2%	-8%	-26%
CC(C)(C)c1ccc(CC(=O)N2CCC2(C)C(=O)Nc2ccc3[nH]ncc3c2)cc1 (centres undefined)	9.2µM*	nt	15µM*
CCC(=O)N1CCC1(C)C(=O)Nc1ccc(OC)c(OC)c1 (centres undefined)	1%	nt	0%
Cc1cccc(NC2(C(=O)O)CCCC2)c1	?	nt	12%
O=C(O)c1ccc(N/N=C/c2ccc3ncccc3c2)cc1	-3%	0%	?
C#CCOCCOCCOCCNc1nc(N2CCN(C(=O)CCCCCCCCCCNC(=O)[C@@H](CCSC)n3cc(CCO)nn3)CC2)nc(N2CCN(C(=O)CCCCCCCCCCNC(=O)[C@H]([C@@H](C)CC)n3cc(CCCCN=C(N)N)nn3)CC2)n1	?	-11%	?

Of the compounds above, these contain an NH in an aromatic ring.
SMILES	TDP1 cell noCPT	GCN5L2 inh	TDP1 cell CPT
Cc1cc(=O)[nH]c(SCC(=O)Nc2nnc(CC(C)C)s2)n1	?	-2%	?
CC(=O)N(Cc1cc2cc(C)ccc2[nH]c1=O)c1cccc(C)c1C	-16%	-4%	-28%
CN(CC(=O)Nc1ccc(Cl)c(C(F)(F)F)c1)C(=O)CCCc1nc2ccccc2c(=O)[nH]1	12µM*	0%	12µM*
Cc1cccc(-n2c(Cc3ccccc3)n[nH]c2=S)c1	0%	-12%	6%
Cc1[nH]c(=O)c(C(=O)c2ccccc2O)cc1C(=O)O	-15%	2%	3%
CC(C)(C)c1ccc(CC(=O)N2CCC2(C)C(=O)Nc2ccc3[nH]ncc3c2)cc1 (centres undefined)	9.2µM*	nt	15µM*

Additional results:
SMILES	TDP1 cell noCPT	GCN5L2 inh	TDP1 cell CPT
COC(=O)c1c(NC(=O)COc2ccc(Cl)cc2)sc(C)c1C	-20%	3%	-18%
CCC(C)C(NC(=O)OC(C)(C)C)C(=O)NCc1ccco1 (centres undefined)	-14%	-3%	-20%
COc1cc(CN(C)C)cc(C=O)c1O	-11%	?	3%
O=C(/C=C/c1ccccc1)NC(=S)Nc1cccnc1	-9%	1%	-6%
Nn1c(COc2ccccc2F)nnc1SCC(=O)NCC1CCCO1 (centres undefined)	3%	nt	-2%
Cc1ccc([N+](=O)[O-])cc1NC(=O)Nc1onc(C)c1C	?	0%	-13%
CCOC(=O)CSc1ccc(C(=O)NCCCN2CCOCC2)cc1[N+](=O)[O-]	-8%	15%	-4%
O=C1CC(N2CCN(c3ccccc3Cl)CC2)C(=O)N1c1cccc(F)c1 (centres undefined)	0%	-10%	-20%
CCN(CC)CCN(C(=O)c1cccc(N2C(=O)CCC2=O)c1)c1nc2cc3c(cc2s1)OCO3	1%	-5%	22%
C=CCn1cccc(C(=O)Nc2ccc(OCC)cc2)c1=O	9%	-10%	1%
COC(=O)Cn1c(=NC(=O)c2nc3ccccc3s2)sc2cc(S(N)(=O)=O)ccc21	?	-21%	?
CC(=O)c1cc(F)c(N2CCN(C(=O)C(C)(C)C)CC2)cc1C	21µM*	-9%	21µM*
O=C(NC1CCCCCCC1)c1cc([N+](=O)[O-])ccc1Cl	-26%	-9%	-27%
Cc1ccc(C(=O)OCC(=O)Nc2ccc3[nH]c(=O)[nH]c3c2)cc1S(=O)(=O)N1CCOCC1	-2%	2%	3%
Cc1ccc(S(=O)(=O)Cc2cc(-c3ccc(Cl)cc3)no2)cc1	-7%	-10%	?
COc1ccccc1NC(=O)N(C)C[C@@H]1OCc2cn(nn2)CCCC(=O)N([C@@H](C)CO)C[C@H]1C	-12%	nt	0%
O=C(CCNS(=O)(=O)c1ccc(Br)cc1)NCc1cccs1	?	-9%	-30%
COc1cccc(-c2cc(C(F)(F)F)n3ncc(C(=O)NCC4CCCO4)c3n2)c1 (centres undefined)	23µM*	-11%	?
O=C(CCNC(=O)c1ccccc1Cl)N/N=C\c1ccc(O)cc1	?	-2%	?
COc1ccccc1CCn1c(=O)c(-c2cc(F)cc(F)c2)nc2cncnc21	-4%	-18%	-9%
Cn1c(N)c(C(=O)CSc2nnc(-c3ccccc3F)n2N)c(=O)n(C)c1=O	14%	18%	1%
C=CCNc1nc2c(c(=O)n(C)c(=O)n2C)n1Cc1ccc(F)cc1	6.5µM*	-2%	2.3µM*
CCCn1c(NC(=O)C23CC4CC(CC(O)(C4)C2)C3)nc2ccccc21	?	1%	?
O=C(CNC(=S)N(CCCN1CCOCC1)Cc1cccs1)NCCN1CCOCC1	6%	3%	10%

Whole records, looked up by structure. Values in the order: TDP1 cell noCPT | GCN5L2 inh | TDP1 cell CPT
CN(CC(=O)Nc1ccc(Cl)c(C(F)(F)F)c1)C(=O)CCCc1nc2ccccc2c(=O)[nH]1 is listed with 12µM* | 0% | 12µM*
CCC(C)C(NC(=O)OC(C)(C)C)C(=O)NCc1ccco1 (centres undefined) is listed with -14% | -3% | -20%

Next section:
SMILES	TDP1 cell noCPT	GCN5L2 inh	TDP1 cell CPT
O=C1c2cccnc2C(Nc2ccc(S(=O)(=O)N3CCCCC3)cc2)N1Cc1ccccc1 (centres undefined)	-22%	-3%	-17%
CCNC(=O)CC1C(=O)N(c2ccccc2)C(=O)N1Cc1ccc(OC)cc1 (centres undefined)	-8%	2%	2%
CC(C)COc1ccc(CNC(=S)Nc2ccccc2)cc1Cl	26µM*	2%	?
Cc1ccc(C(=O)Cn2nnc3c(sc4nc5c(c(-c6ccccc6)c43)CCC5)c2=O)cc1	-25%	30%[activator]	-25%
CCCN(CCC)C(=O)C1c2ccccc2Oc2ccccc21	26µM*	-11%	?
O=C(NCc1cccs1)c1ccncc1	6%	6%	4%
O=C(O)CC(NS(=O)(=O)c1ccc(Cl)s1)c1ccccc1 (centres undefined)	28%	-29%	1%
CCCC(=O)Nc1cccc(Oc2nc(C)cc(C)c2C#N)c1	?	-3%	?

Looked up above:
For GCN5L2 inh, COC(=O)c1c(NC(=O)COc2ccc(Cl)cc2)sc(C)c1C is listed with 3%
For TDP1 cell CPT, Cc1cccc(NC2(C(=O)O)CCCC2)c1 is listed with 12%
For TDP1 cell noCPT, CCOC(=O)CSc1ccc(C(=O)NCCCN2CCOCC2)cc1[N+](=O)[O-] is listed with -8%
For GCN5L2 inh, Cn1c(N)c(C(=O)CSc2nnc(-c3ccccc3F)n2N)c(=O)n(C)c1=O is listed with 18%

High-throughput results as filed in PubChem BioAssay.

Not all compounds are listed; count on the stated rates, not on these rows.
